From PubChem BioAssay
NPY Y1 blocker: antagonists of human neuropeptide Y receptor Y1 | P25929 | HEK293-CNG Y1 cells, membrane potential fluorescence; NPY at EC95, then isoproterenol | inhibition, % at 3.6 µM | 200,000 tested, 1% active | AID 1040;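 active means inhibition above the campaign mean inhibition of all tested compounds plus 3 SD, cut at about 20% in these data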;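 further: 0% = DMSO wells given NPY plus isoproterenol and 100% = isoproterenol alone without NPY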
Target sequence (P25929 whole entry, looked up): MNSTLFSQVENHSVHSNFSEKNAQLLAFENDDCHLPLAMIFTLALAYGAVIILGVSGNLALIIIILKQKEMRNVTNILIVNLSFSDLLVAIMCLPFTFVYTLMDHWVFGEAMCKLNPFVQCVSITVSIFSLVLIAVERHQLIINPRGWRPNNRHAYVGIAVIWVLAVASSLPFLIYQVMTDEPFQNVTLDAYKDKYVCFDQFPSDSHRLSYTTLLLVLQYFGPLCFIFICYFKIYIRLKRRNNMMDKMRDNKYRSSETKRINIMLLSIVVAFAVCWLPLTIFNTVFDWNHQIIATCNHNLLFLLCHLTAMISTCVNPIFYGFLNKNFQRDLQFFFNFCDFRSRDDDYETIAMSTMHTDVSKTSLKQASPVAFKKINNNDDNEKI
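System: HEK293 cells with Y1 receptor plus CNG channel / Probe or stimulus: NPY 25 nM then isoproterenol 1 µM plus Ro 20-1724 25 µM / Compound: one concentration, 3.6 µM, in 0.4% DMSO / Schedule: compound incubation 1 h at room temperature, readout 45 min post-stimulation / Measured by: membrane potential fluorescence / Read-out: % inhibition of NPY effect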
Hck-Nef inh: inhibitors of human Hck kinase activated by Nef. Recombinant Hck-YEEI plus Nef, Z-Lyte FRET kinase assay. inhibition, % at 20 µM. 220,000 tested, 0.68% active;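 active means Hck-Nef kinase inhibition above about 50%, limit read from the data; inactive means inhibition below that limit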;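 further: 0% = DMSO with Hck plus Nef and 100% = Hck alone without Nef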
Runt-SMMHC FRET: inhibitors of human RUNX1 Runt domain binding to CBFb-SMMHC; 220,000 tested, 0.74% active; Cerulean-Runt/Venus-CBFb-SMMHC FRET ratio 530/480, 1 h; AID 1434; Q01196+Q13951; inhibition, % at 20 µM;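 active means mean inhibition across duplicate retests at 20 µM reaching about 50%, limit read from the data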;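 further: 0% = DMSO wells and 100% = wells with excess untagged CBFb-SMMHC; inhibitors lower the FRET ratio by blocking Runt binding to CBFb-SMMHC; some results filed as inactive read as strong as hits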
Runt-CBFb FRET: inhibitors of human RUNX1 Runt domain binding to CBFb; Q01196+Q13951; 220,000 tested, 0.46% active; inhibition, % at 20 µM; Cerulean-Runt/Venus-CBFb FRET ratio 530/480, 1 h;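 active means inhibition over about 50% at 20 µM in the single-dose screen, limit read from the data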;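 further: 0% = DMSO wells and 100% = excess unlabeled CBFb competitor control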
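Assay system: Cerulean-Runt domain / Medium: Tris 50 mM pH 7.5, KCl, K2SO4, 0.01% BSA / Timing: protein complex preformed 1 h, compound exposure 1 h, room temperature, dark / Measured by: FRET, excitation 422 nm, emission at 530 and 480 nm / Evaluation: loss of energy transfer signal / Control set: 5 µM unlabeled CBFb as full-inhibition high control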
NPY1 pot ag: human NPY-Y1 potentiation or agonism, primary screen; NPY-Y1 expressing cells, potentiator/agonist activation; activation, % at 3.6 µM; 220,000 tested, 0.37% active; in the data active means activation above about 33%, passing the limit was not always enough;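 further: cells stimulated with NPY at EC10 then isoproterenol at EC100; 0% = low agonist plus stimulus and 100% = saturating agonist plus stimulus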
p97 inhibitor: blocks human p97 ATPase activity | recombinant p97 ATPase, Kinase-Glo ATP luminescence, 3 h | 220,000 tested, 0.42% active | P55072 | inhibition, % at 8 µM; in the data active means inhibition above about 15%;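 further: 0% = DMSO vehicle and 100% = wells lacking enzyme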
RBBP9 inh: inhibitors of human serine hydrolase RBBP9. inhibition, % at 7.94 µM. recombinant RBBP9, FP-Rh probe fluorescence polarization. 220,000 tested, 0.2% active. O75884. AID 1515;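 active means inhibition above the campaign mean of all tested compounds plus 3 SD, cut at about 14% in these data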;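 further: plate controls were DMSO wells with RBBP9 for no effect and wells lacking RBBP9 protein for full effect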
Target sequence (O75884 whole entry, looked up): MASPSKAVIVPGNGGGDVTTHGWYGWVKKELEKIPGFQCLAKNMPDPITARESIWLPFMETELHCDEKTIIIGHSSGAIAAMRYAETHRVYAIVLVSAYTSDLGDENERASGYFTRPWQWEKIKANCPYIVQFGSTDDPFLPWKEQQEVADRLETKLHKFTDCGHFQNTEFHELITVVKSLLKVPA
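Controls: DMSO-treated enzyme wells and wells lacking RBBP9 | Material: RBBP9 protein | Technique: Fluorescence polarization | Replication: Single well per compound, no replicates | Buffer or medium: Tris-NaCl-Pluronic buffer, pH 8.0 | Timing: 30 min compound preincubation, 45 min probe labeling, 25 °C | Read-out basis: Percent inhibition from mP, scaled between DMSO and no-protein wells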
Mdm2 ligase inh: blocks human Mdm2 ubiquitin ligase activity | Q00987 | cell-based MDM2 ubiquitination luciferase reporter, 2 h; 0 = plate control, 100 = twice control, blank-subtracted | signal enhancement, % at 5 µM | 210,000 tested, 0.11% active | AID 1230;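 active means signal enhancement of 30% or more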;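 further: luminescence tracks abundance of the self-degrading MDM2-luciferase fusion protein; higher signal means inhibition of MDM2 E3 ligase activity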
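Timing – 2 h compound exposure at 37 °C · Assay system – mammalian cells stably expressing self-ubiquitinating, self-degrading MDM2 E3–luciferase fusion · Amount – 2000 cells seeded into each well · Measure – % luminescence enhancement versus blank-corrected plate control mean · Measured by – SteadyLite luminescence, 15 min reagent step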
NPY-Y2 PAM-ag: human NPY-Y2 potentiation or agonism, primary screen; P49146; cells expressing NPY-Y2, potentiator/agonist read-out; activation, % at 3.6 µM; 220,000 tested, 0.45% active; AID 1359; in the data active means activation above about 27%;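 further: cells stimulated with NPY near EC25 plus isoproterenol at EC100; 0% = vehicle plus submaximal agonist and 100% = vehicle plus saturating agonist; some results beyond the cut were filed as inactive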
Target sequence (P49146 whole entry, looked up): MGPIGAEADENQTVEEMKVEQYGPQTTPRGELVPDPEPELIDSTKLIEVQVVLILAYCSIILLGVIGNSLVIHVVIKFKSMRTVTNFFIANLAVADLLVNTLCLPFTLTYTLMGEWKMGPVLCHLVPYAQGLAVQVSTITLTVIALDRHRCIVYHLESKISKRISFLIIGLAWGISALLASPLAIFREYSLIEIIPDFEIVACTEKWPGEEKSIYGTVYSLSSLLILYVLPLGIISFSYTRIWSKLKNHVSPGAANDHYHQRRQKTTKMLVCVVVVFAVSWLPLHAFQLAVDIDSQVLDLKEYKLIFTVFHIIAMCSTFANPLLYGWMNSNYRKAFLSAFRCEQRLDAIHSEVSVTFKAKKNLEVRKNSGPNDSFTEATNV
Starred values were filed as active, the others as inactive; nt = not tested or not shown.

A first look:
canonical_smiles,NPY Y1 blocker,Hck-Nef inh,Runt-SMMHC FRET,Runt-CBFb FRET,NPY1 pot ag,p97 inhibitor,RBBP9 inh,Mdm2 ligase inh,NPY-Y2 PAM-ag
Cc1nc(SCc2ccccc2)c2oc3ccccc3c2n1,nt,-2.3,-9.4,-0.7,-12.6,-5.4,-5.5,-9.8,5.4
C[C@H](NC(=O)c1[nH]cnc1C(=O)Nc1ccc(Cl)cc1)C(=O)OC(C)(C)C,nt,11.1,0.6,-2.7,nt,nt,nt,-7.4,nt

The whole of this part, previewed entries included:
canonical_smiles,NPY Y1 blocker,Hck-Nef inh,Runt-SMMHC FRET,Runt-CBFb FRET,NPY1 pot ag,p97 inhibitor,RBBP9 inh,Mdm2 ligase inh,NPY-Y2 PAM-ag
Cc1nc(SCc2ccccc2)c2oc3ccccc3c2n1,nt,-2.3,-9.4,-0.7,-12.6,-5.4,-5.5,-9.8,5.4
C[C@H](NC(=O)c1[nH]cnc1C(=O)Nc1ccc(Cl)cc1)C(=O)OC(C)(C)C,nt,11.1,0.6,-2.7,nt,nt,nt,-7.4,nt
CCC(=O)N/C(=N/c1nc(C)cc(C)n1)Nc1cccc(OC)c1,2.4,1.9,-0.4,-3.0,-2.9,0.3,6.4,-1.1,-23.7
O=C1c2cccc3cc(Br)cc(c23)C(=O)N1Nc1ccc(Br)cc1,-5.8,6.5,-3.4,0.9,8.5,6.5,-0.3,-6.8,7.7
COc1ccc(NC(=O)CN2CCCCC2)cc1,6.8,3.1,-5.5,-2.3,-18.3,1.1,3.0,-5.2,-4.1
O=C(O)CN(c1ccccc1)C1SC(=O)NC1=O (configuration not stated),2.9,1.0,-2.7,0.9,12.0,3.6,1.1,3.4,0.3
Cn1c(=O)[nH]c2ncccc21,nt,14.1,8.6,2.9,9.7,5.8,-3.3,-1.4,-1.2
FC(F)(F)c1cccc(-n2cccc2/C=N/n2cnnc2)c1,-1.4,0.3,3.6,-2.8,7.9,2.1,-9.2,-1.7,-1.9
COc1ccc(NS(=O)(=O)c2ccc(Oc3c(C#N)cccc3C#N)cc2)cc1,nt,-2.3,0.1,1.3,-0.5,-1.1,-9.0,-13.3,22.2
O=C(c1ccc(-c2ccccc2)cc1)N1CCC(C(=O)N2CCCC2)CC1,0.8,2.8,-5.1,0.8,-8.1,1.7,0.9,-1.0,-3.2
CC(=O)Nc1ccc(NC(=O)CN(c2ccc(F)cc2)S(=O)(=O)c2ccc3c(c2)OCCO3)cc1,-8.4,1.8,0.9,-0.5,-4.0,-2.4,-6.3,-4.9,6.4
CSC(=NCCCN1CCOCC1)NS(=O)(=O)c1cccs1,3.0,-2.8,-4.3,-0.8,-3.2,2.4,-6.6,-18.2,-0.6
O=C(Nc1nc(-c2ccccn2)cs1)C12CC3CC(CC(O)(C3)C1)C2,-3.1,19.9,-1.2,2.2,-19.6,3.7,2.5,-14.3,4.8
CC[C@H](C)[C@@H]1NC(=O)c2cc([N+](=O)[O-])cc(I)c2NCC[C@@H](C(N)=O)NC(=O)[C@H](CCCN=C(N)N)NC1=O,0.7,-6.8,0.4,-2.0,-16.6,7.1,-7.2,nt,-2.9
COc1cc(NC(=O)CSc2nncn2C)cc(OC)c1OC,-3.8,-13.3,-2.7,-0.9,-3.5,-0.8,-10.5,4.4,-10.9
COc1ccc(OCCCCOc2ccccc2Cl)cc1,5.5,2.9,-4.9,-1.3,3.6,2.3,-3.3,-5.0,-8.2
N#Cc1ccc(Oc2ccc(-c3nc4ccccc4nc3-c3ccccc3)cc2)cc1C#N,-4.3,1.7,1.6,2.1,-14.8,2.1,-6.7,-5.9,-8.3
CN(Cc1c(O)ccc2c1oc(=O)c1ccccc12)C1CCCCC1,2.6,-4.5,-34.9,-8.6,-29.1,2.4,-4.5,-17.9,-1.0
O=C(CSc1nc(O)cc(=O)n1-c1ccccc1)Nc1ccc2c3c(cccc13)CC2,-0.2,7.9,1.1,-0.6,1.4,-3.5,-6.0,-5.5,13.7
CCn1nc(C)c(/C=C/C(=O)Nc2ccc(C)cc2C)c1C,-5.8,2.2,4.1,-2.9,10.9,0.7,-10.8,-12.3,1.3
CCCCn1c2c(c(=N)c3ccccc31)CCC2,nt,1.2,4.7,-14.6,-25.4,-2.0,-10.1,-26.4,-35.8
CC1=NN(c2ccccc2)C(=O)C1/C=C1/NC(=S)NC1=O (configuration not stated),nt,7.4,4.5,3.1,4.0,2.8,-6.0,-11.1,9.6
Cc1ccc(C(=O)NC(NC(=S)Nc2ccc(S(N)(=O)=O)cc2)C(Cl)(Cl)Cl)cc1 (configuration not stated),11.4,-1.3,2.4,0.1,-32.4,1.5,-54.5,-13.4,-13.0
CCOC(=O)c1nnn(-c2ccccc2C#N)c1C,7.6,-2.9,0.6,-0.9,9.8,-3.3,-0.9,-14.2,-2.4
COc1ccc2nc(NC(=O)/C=C/c3ccc4c(c3)OCO4)sc2c1,11.8,6.9,-49.4,-5.1,-6.2,-6.5,-12.1,nt,9.3
CNC(=S)N(CCc1c(C)[nH]c2ccc(OC)cc12)Cc1cc(OC)c(OC)c(OC)c1,-1.0,-3.3,-2.4,-2.5,-20.3,4.7,-7.6,nt,14.7
C#CCN1C(=O)C(O)(CC(=O)c2cc(OC)ccc2OC)c2ccccc21 (configuration not stated),2.4,-7.0,1.1,-0.6,9.4,4.8,-8.9,5.0,13.6
COC(=O)C1CCN(C(=O)c2cc3ccccc3oc2=O)CC1,-1.5,1.9,-4.4,-0.1,1.6,-1.3,-1.2,-10.5,-7.6
COc1ccc(NC(=O)Cc2ccc(Cl)c(Cl)c2)cn1,1.8,-0.1,-3.2,-1.9,20.2,3.7,-4.2,-4.3,14.6
CCOC(=O)c1sc2nc(C)nc(SCC(=O)N(C)C3CCS(=O)(=O)C3)c2c1C (configuration not stated),1.7,23.3,-3.1,-2.8,-2.3,8.0,-6.7,-11.5,5.4
Nc1nc(SCC(=O)NCC2CCCO2)n[nH]1 (configuration not stated),-4.0,0.2,-3.1,0.0,-5.8,-4.3,-8.1,15.2,-13.0
Cc1cc(N2CCCCC2)nc2c(C)cccc12,7.0,18.9,2.1,-0.3,-6.2,3.1,-8.3,-11.3,-6.9
Cn1c(CN2CCCC2)nc2cc(NC(=O)COc3ccc([N+](=O)[O-])cc3)ccc21,2.7,0.8,1.4,-0.5,-2.9,6.1,0.7,-7.2,-3.8
COc1ccc(N(CC(=O)NCCC2=CCCCC2)S(C)(=O)=O)cc1OC,3.9,-1.1,-2.0,-1.2,0.5,3.2,-0.2,-18.1,12.5
Cc1cc(NC(=O)CCN2C(=O)C3C4C=CC(C4)C3C2=O)c2ccccc2n1 (configuration not stated),-1.0,5.9,0.5,-0.7,3.4,2.2,-0.7,-1.8,7.5
Oc1ccc(C2=Nn3c(nnc3-c3ccco3)SC2)cc1O,-4.0,1.7,6.3,18.4,-18.2,11.9,3.4,-7.2,0.3
Cc1ccc(CC(=O)NCCCc2ccccc2)cc1,3.9,2.5,1.0,1.1,-6.7,-4.1,-12.0,-8.7,-15.4
COc1ccccc1CCNC(=O)c1csc2c1CCCC2,5.0,15.2,1.2,-2.5,-0.3,-0.3,5.9,-18.1,1.6
CCOC(=O)c1ccc(NC(=O)CC2C(=O)N(c3ccc(F)cc3)C(=O)N2CCCOC)cc1 (configuration not stated),-3.8,0.4,-4.5,-5.0,12.3,-0.8,-4.0,-3.3,8.0
CCN(Cc1ccncc1)Cc1nc(CC2CC2)no1,-3.8,19.7,2.6,1.3,15.3,2.6,-4.3,0.6,-5.5
c1ccc(CSC2=NCCS2)cc1,-0.5,-12.5,0.6,nt,-0.1,2.2,-7.2,-9.1,11.8
NC(=O)C1CCCN(C(=O)NC2CCCCC2)C1 (configuration not stated),7.2,0.8,-3.4,1.5,-8.4,1.7,-1.9,-25.4,5.3
Cc1ccccc1C(=O)NC(=S)Nc1ccc(S(=O)(=O)N2CCN(C)CC2)cc1,4.0,5.1,1.8,1.7,1.6,3.3,6.7,-10.2,10.1
CCOC(=O)N1CCN(S(=O)(=O)c2ccc(OC)c(Cl)c2)CC1,11.1,12.0,-1.6,2.5,12.8,1.8,-0.4,-5.4,9.0
COc1ccc(Nc2n[nH]c(C)c2[N+](=O)[O-])cc1,6.4,21.4,0.6,0.4,-2.8,4.0,2.9,-8.0,7.6
CCOC(=O)N1CCN(c2nc(C)c3c(n2)CCCC3=O)CC1,-2.0,-1.0,-0.4,-0.4,-14.2,2.6,-0.9,-14.6,-4.4
O=C(NCCCN1CCOCC1)c1cccnc1,0.3,2.8,-0.4,0.3,-0.7,6.8,3.8,3.7,1.0
CC1(C)CC(=O)C2=C(C1)N(Cc1ccccc1)C(=O)C2(O)C(F)(F)F (configuration not stated),-2.1,0.1,-3.1,-3.9,-12.6,3.1,-3.8,7.4,15.1
NC(=O)COC(=O)c1cc(-c2cccs2)nn1-c1ccccc1,-1.7,13.3,0.6,0.4,-8.8,2.8,-5.1,-4.6,-9.8
O=C(O)CSc1nnc(-c2cccc(S(=O)(=O)N3CCCCC3)c2)o1,1.9,1.3,0.3,-2.2,3.2,1.0,1.1,-16.9,1.1
COc1cc(NC(=O)N[C@@H](CCSC)C(=O)O)cc(OC)c1,nt,2.5,4.3,2.3,7.1,-4.3,-8.9,1.1,-3.6
COc1ccc(S(=O)(=O)N(Cc2ccc(OC)c(OC)c2)Cc2ccco2)cc1,3.2,-1.1,-3.5,-0.2,-16.4,-6.0,-2.9,-11.9,-10.3
NS(=O)(=O)c1ccc(NS(=O)(=O)c2ccc(NC(=S)Nc3ccccc3)cc2)cc1,-1.9,-0.7,-0.7,3.2,8.4,7.8,-5.1,2.0,3.5
COc1cccc(OCC(O)CN2CCC(CN3C(=O)c4cccc5cccc(c45)C3=O)CC2)c1 (configuration not stated),2.6,14.9,1.4,0.2,51.7*,2.3,-8.7,-7.8,43.2*
Brc1ccccc1-c1nnc(CSc2nncn2-c2ccccc2)o1,11.8,1.0,-8.4,-3.3,-12.3,-4.2,-4.5,-3.1,-10.0
